HEK293 tox: cytotoxic compounds in HEK 293 cells | HEK 293 viability, ATP luminescence (CellTiter-Glo), 48-72 h | Potency, µM (doses to about 115 µM), for the others: top-dose activity change, negative = cytotoxicity, hits mostly inhibitors | 94,000 tested, 6.6% active; further: potency means the concentration at half of the fitted maximal effect; nearly all actives have a fitted effect of over 60% in size
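Cytotoxicity was scored by loss of ATP-coupled luminescence (CellTiter-Glo) in HEK 293 cells. Compound treatment ran 48 or 72 hr at 37 degree Celsius, 5% CO2, 95% humidity.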
SNCA expr inh: inhibitors of alpha-synuclein (SNCA) gene expression. HEK-293 SNCA-luciferase knock-in, luminescence, 24 h. Potency, µM (top dose mostly 57.2 µM), for the others: at the top dose activity change, negative = inhibition, actives largely listed as inhibitors. 140,000 tested, 0.17% active. AID 1671194;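 further: potency means the concentration at half of the fitted maximal effect; plate controls were DMSO cells for no effect and cell-free wells for full effect; nearly all actives have a fitted effect of over 45% in size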
FLuc inh: Photinus pyralis luciferase inhibition. 76,000 tested, 2.5% active. purified P. pyralis luciferase, luminescence, biochemical. Potency, µM (titrated, usually from 115 µM), for inactives: top-dose activity change, negative = inhibition, most hits filed as inhibitors. P08659; further: potency means the concentration at half of the fitted maximal effect; nearly all actives have a fitted effect of over 65% in size
Target sequence (P08659 whole entry, looked up): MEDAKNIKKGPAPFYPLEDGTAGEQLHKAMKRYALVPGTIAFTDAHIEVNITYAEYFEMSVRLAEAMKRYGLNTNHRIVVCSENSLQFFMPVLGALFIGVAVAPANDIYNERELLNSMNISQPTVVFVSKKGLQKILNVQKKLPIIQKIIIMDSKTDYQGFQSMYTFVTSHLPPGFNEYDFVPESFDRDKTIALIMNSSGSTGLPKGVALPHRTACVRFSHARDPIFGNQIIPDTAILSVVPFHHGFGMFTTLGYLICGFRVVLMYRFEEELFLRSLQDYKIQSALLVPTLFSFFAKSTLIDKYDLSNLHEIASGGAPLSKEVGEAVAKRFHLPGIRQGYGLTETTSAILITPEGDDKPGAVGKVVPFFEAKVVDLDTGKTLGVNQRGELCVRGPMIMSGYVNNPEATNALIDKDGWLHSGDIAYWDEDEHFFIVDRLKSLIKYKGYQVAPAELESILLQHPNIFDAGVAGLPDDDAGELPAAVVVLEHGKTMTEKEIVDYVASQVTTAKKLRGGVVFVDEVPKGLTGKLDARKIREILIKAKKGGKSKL
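Cell-free enzyme assay, 10nM P. pyralis luciferase, luciferin and ATP each at 10uM. Inhibition profiled over a 6-point titration, read as luminescence.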
NIH3T3 tox: kills NIH 3T3 cells | NIH 3T3 viability, CellTiter-Glo ATP luminescence, 48-72 h | 94,000 tested, 4.3% active | Potency, µM (titrated, usually from 96.7 µM), inactives show at the top dose activity change, negative = cytotoxicity, hits mostly inhibitors; further: potency means the concentration at half of the fitted maximal effect; nearly all actives have a fitted effect of over 55% in size
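Mouse fibroblast NIH 3T3 cells, 400 per well, received compound via pintool and were incubated for 48 or 72 hr prior to CellTiter-Glo ATP luminescence measurement.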
HEK293 viab: counter-screen for SNCA expression inhibitors: cell viability; HEK-293-SNCA-luc viability, GF-AFC fluorescence, 24 h; Potency, µM (highest dose often 57.1 µM), without a hit: at the highest dose activity change, negative = cytotoxicity, hits mostly cytotoxic; 150,000 tested, 0.12% active;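 further: potency means the concentration at half of the fitted maximal effect; 0% = DMSO-treated cells and -100% = medium-only wells without cells; nearly all actives have a fitted effect of over 30% in size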
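HEK-293-SNCA-luc cells (1500/well) plated 24 h, then exposed 24 h to a dilution series; GF-AFC added 30 min at 37C, fluorescence 405/540 nm; normalised to medium-only and DMSO wells, Hill fit.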
GPT2 inhibitor: GPT2 alanine aminotransferase inhibition | Q8TD30 | Recombinant GPT2, coupled pyruvate oxidase/HRP Amplex Red fluorescence | Potency, µM (highest dose often 57.7 µM), inactives show top-dose activity change, negative = inhibition, usual class: inhibitors | 100,000 tested, 0.25% active | AID 1671188; further: potency means the concentration at half of the fitted maximal effect; nearly all actives have a fitted effect of over 60% in size; many of its hits are not listed in these tables
Target sequence (Q8TD30 whole entry, looked up): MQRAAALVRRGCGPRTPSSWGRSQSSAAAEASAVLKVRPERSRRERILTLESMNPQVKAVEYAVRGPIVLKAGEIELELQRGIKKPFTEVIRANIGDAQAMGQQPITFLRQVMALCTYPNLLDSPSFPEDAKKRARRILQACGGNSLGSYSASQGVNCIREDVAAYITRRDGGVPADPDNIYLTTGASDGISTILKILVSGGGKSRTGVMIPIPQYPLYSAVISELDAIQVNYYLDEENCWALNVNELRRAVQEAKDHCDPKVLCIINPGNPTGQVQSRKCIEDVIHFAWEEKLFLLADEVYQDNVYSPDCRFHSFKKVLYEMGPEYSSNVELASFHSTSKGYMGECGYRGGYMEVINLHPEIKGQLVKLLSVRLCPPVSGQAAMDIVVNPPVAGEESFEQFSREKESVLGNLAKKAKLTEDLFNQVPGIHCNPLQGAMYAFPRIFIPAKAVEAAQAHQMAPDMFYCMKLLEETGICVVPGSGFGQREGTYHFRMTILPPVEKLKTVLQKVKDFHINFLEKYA
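GPT2 10ng/uL, a-KG 250uM, L-Ala 2mM, HEPES pH7.5 + 0.0001% Tween; 30 min RT. Then Amplex mix (PO/HRP/ThPP), 30 min RT dark, fluorescence. AOA 50uM used as positive control.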
IP6K1 inh: inhibitors of human IP6K1 | Q92551 | IP6K1 kinase, ADP-Glo luminescence, 2 h; stronger effect = lower value | activity change, % (series mostly up to about 58 µM) | 140,000 tested, 0.81% active; in the data active means activity change below about -25%
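ADP-Glo luminescence measures ADP made by human IP6K1 during a 2 h RT reaction with ATP/IP6 (mix at 1.3 mM/130 uM); top library doses 57.5 and 19.1 uM final.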
* hit, by the source's call; i = inactive; u = inconclusive; x = not tested or not shown; & = joins results of further samples; [ ] = another dose, or the depositor's remark. Unless noted, the call rests on the fitted dose curve; in most records, active means well fitted curve in the direction sought with a large enough effect; inconclusive means small, poorly fitted or top-dose-only effect, or another doubt; inactive means no such curve, though single readings can be large; an effect the other way counts as inactive or inconclusive. Unless noted, on the % scale 0 is the no-effect control and ±100 the full control effect. The list is partial; the hit share may differ from the screen's.

| smiles | HEK293 tox | SNCA expr inh | FLuc inh | NIH3T3 tox | HEK293 viab | GPT2 inhibitor | IP6K1 inh |
| --- | --- | --- | --- | --- | --- | --- | --- |
| Cc1ccc(C(=O)N2CCCCC2)cc1NC(=O)c1nsc2ccccc12 | x | 12% | x | x | u | x | 42 |
| Cc1cccc(CCn2c(=O)c3ccccc3n(Cc3cccc(F)c3)c2=O)c1 | x | 41%[activator] | x | x | -5% | x | -7 |
| CCn1ccc(C(=O)N2CC(Oc3ccc(-c4nc(C)no4)cc3)C2)n1 | u | 7% | -1% | -25% | 4% | i | 7 |
| CCOc1ccc(C(=O)NCc2nc(-c3ccc(Cl)cc3)no2)cc1OCC | x | -10% | x | x | 15% | x | 29 |
| Cc1cccc(C)c1NC(=O)CN1C(=O)c2ccccc2Sc2ncccc21 | x | -9% | x | x | 5% | x | -3 |
| CC(C)C[C@@H]1N[C@H](C(=O)N2CCOCC2)Cc2cn(Cc3ccncc3)c3cccc1c23 | u | -8%[87.6 µM] | 15%[172 µM] | u | -14%[87.6 µM] | 2%[88.5 µM] | -4 |
| C[C@]12CC[C@@H]3c4ccc(O)cc4C[C@@H](CCCCCCCCCS(=O)CCCC(F)(F)C(F)(F)F)[C@H]3[C@@H]1CC[C@@H]2O (stereo partly drawn) | x | -12% | x | x | -27% | -6%&-4% | -20 |
| CCc1nc(C)cn1S(=O)(=O)c1ccc(Cl)c(Cl)c1OC | x | 27% | x | x | 12% | x | 3 |
| CCn1ncc(N2CCC(NC(=O)CCC3CCCC3)CC2)cc1=O | i | 26% | 8% | -6% | -1% | i | 3 |
| CCc1nonc1NC(=O)c1oc2ccc(Br)cc2c1C | x | 21% | x | x | -6% | x | -4 |
| Cc1nn(-c2ccccc2)c2c1C(C)N(CC1CN(Cc3ccc(F)cc3)C1)C2=O (stereo not drawn) | u | x | x | 35µM* | x | x | 4 |
| O=C(c1cc(Cl)ccc1F)N1CCC(c2n[nH]c(=O)n2-c2ccccc2)CC1 | -25% | -14% | -5% | u | -8% | -7% | -7 |
| O=C(COc1ccccc1Cl)OCc1cc(=O)n2nc(-c3cccs3)sc2n1 | x | 25% | x | x | -3% | x | 7 |
| O=C1CC(c2ccc(Cl)cc2)c2cc3c(cc2N1)OCCO3 (stereo not drawn) | x | -13% | x | x | -15% | x | -20 |
| O=C(c1cc(CC2(NCc3ccccc3Cl)COC2)no1)N1CCCCC1 | u | 5%[87.6 µM] | -14%[172 µM] | -36%[174 µM] | -10%[87.6 µM] | -19%[88.5 µM] | 8 |
| Cc1cnc(C(=O)NC2CC(c3nnc(CO)n3C3CC3)C2)[nH]1 (stereo not drawn) | 5% | 7% | -3% | i | 3% | -4% | 3 |
| COCCn1cnc2ccc(OCC3CC3)nc2c1=O | -9%[230 µM] | u | -6%[230 µM] | u | 6%[87.6 µM] | -6%[88.5 µM] | 7 |
| Cc1cc(C)n(-c2nnc(Nc3ccc(C(C)C)cc3)c3ccccc23)n1 | x | 4% | x | x | 1% | x | -9 |
| O=C1CCN(S(=O)(=O)c2ccccc2)CCCC(C(=O)N2CCCCCC2)CCN1 (stereo not drawn) | i | -20% | -9% | -2% | -5% | i | 2 |
| Cn1cnnc1CC1CCN(C(=O)c2cc(-c3ccccc3)no2)CC1 | 5% | 4% | -7% | -8% | 9% | 2% | -7 |
| COc1ccc(CNCc2c(C(=O)O)c(C)n(Cc3ccccc3C)c2C)c(OC)c1 | x | -16% | x | x | -2% | x | -4 |
| CCc1nncn1C1CCN(S(=O)(=O)c2ccc(Cl)s2)CC1 | u | -7% | x | -26% | 4% | -1% | 12 |
| COc1ccc2nc(C[C@@H]3C[C@@H](C(C)C)[C@H](CNC(=O)CCC(=O)O)C=C3C)[nH]c2c1 | i | -9%[87.6 µM] | 0%[172 µM] | 2%[174 µM] | -5%[87.6 µM] | -14%[88.5 µM] | 1 |
| CCc1ccccc1NC(=O)Cn1c(C)cc2nc3n(c(=O)c21)CCCCC3 | u | -4% | 12% | -18% | -11% | i | -19 |
| O=C(NC1CCCC1)c1ccc(CSc2nc3ccncc3n2Cc2cccc(F)c2)cc1 | x | 0% | x | x | -22% | x | -4 |
| O=C(O)CSCC(=O)N1CCN(C(=O)c2cnccn2)[C@H](C(=O)N[C@H]2CCCNC2=O)C1 | 2% | -20% | 0% | 0% | 10% | -2% | -7 |
| CC(C)NCCN1CCCC1 | 2%[345 µM] | 7%[183 µM] | x | -3%[279 µM] | -5%[183 µM] | -3%[192 µM] | -10 |
| CC(NC(=O)CNC(=O)c1cccc(-c2ccc(C(F)(F)F)cc2)c1)c1ccc(F)cc1 (stereo not drawn) | u | -20% | x | u | 0%[12.5 µM] | i | -4 |
| Cc1noc(C2CC3(CCN(C(=O)CC(C)C)CC3)CN2C)n1 (stereo not drawn) | -4% | -15% | x | 5% | 5% | i | 9 |
| NC1CCC(Nc2nc(Nc3ccc(C(=O)N4CCCCC4)cc3)c3ncn(-c4cccc(F)c4)c3n2)CC1 (stereo not drawn) | x | 160%[activator] | x | x | 0% | -2% | x |

Compound profiles, from the list above. Order of screens: HEK293 tox	SNCA expr inh	FLuc inh	NIH3T3 tox	HEK293 viab	GPT2 inhibitor	IP6K1 inh
Listed for C[C@]12CC[C@@H]3c4ccc(O)cc4C[C@@H](CCCCCCCCCS(=O)CCCC(F)(F)C(F)(F)F)[C@H]3[C@@H]1CC[C@@H]2O (stereo partly drawn) : x	-12%	x	x	-27%	-6%&-4%	-20
Listed for O=C(c1cc(CC2(NCc3ccccc3Cl)COC2)no1)N1CCCCC1 : u	5%[87.6 µM]	-14%[172 µM]	-36%[174 µM]	-10%[87.6 µM]	-19%[88.5 µM]	8
Listed for CCc1nonc1NC(=O)c1oc2ccc(Br)cc2c1C : x	21%	x	x	-6%	x	-4
Listed for COc1ccc(CNCc2c(C(=O)O)c(C)n(Cc3ccccc3C)c2C)c(OC)c1 : x	-16%	x	x	-2%	x	-4
Listed for Cc1nn(-c2ccccc2)c2c1C(C)N(CC1CN(Cc3ccc(F)cc3)C1)C2=O (stereo not drawn) : u	x	x	35µM*	x	x	4

(further entries)
| smiles | HEK293 tox | SNCA expr inh | FLuc inh | NIH3T3 tox | HEK293 viab | GPT2 inhibitor | IP6K1 inh |
| --- | --- | --- | --- | --- | --- | --- | --- |
| COc1ncc(C(=O)NCc2cccnc2N2CCN(C(C)=O)CC2)cn1 | -18% | u | -1% | -13% | 15% | i | 9 |
| O=C(NC1CCN(c2cc(-c3cccs3)[nH]n2)C1)c1ccc(F)cc1F (stereo not drawn) | u | -14% | -4% | u | -12% | u | -4 |
| COc1ccc(Nc2ccnc(N3CCC(C(=O)NCc4ccccc4OC)CC3)n2)cc1 | 28µM* | -20% | x | 32µM* | -16%[12.5 µM] | i | 18 |
| Cc1cc(C(=O)N2CCC3(CC2)CC(N2CCN(c4ccccn4)CC2)CCO3)n[nH]1 (stereo not drawn) | -15% | -2% | -2% | -11% | -6% | i | -6 |
| CCCNC(=O)c1ccc(Cn2c(SCC(=O)NC(C)C)nc3ccccc3c2=O)cc1 | x | -8% | x | x | 0% | x | -2 |
| O=C(Nc1ccc(Cl)cc1)N1CCC(C(=O)N2CCC(N3CCOCC3=O)CC2)CC1 | -3% | 30% | x | -25% | 11% | u | -10 |
| CN(CCOc1ccc(CC2SC(=O)NC2=O)cc1)c1ccccn1 (stereo not drawn) | x | 5% | x | x | -8% | 1%&1% | -2 |
| COc1ccc(-c2cc(C(F)(F)F)nc(SCC(=O)Nc3ccc(C(C)=O)cc3)n2)cc1 | x | -8% | x | x | u | x | 4 |
| Cn1cccc1C(=O)N1CCC(n2cc(-c3nc(-c4ccccc4)no3)nn2)CC1 | u | 78%[activator] | u | u | -8% | i | -5 |
| O=C(c1cc2n(n1)CC(c1ccc(Cl)cc1)OC2)N1CCN(c2ccc(F)cc2)CC1 (stereo not drawn) | 40µM* | -12% | -18% | u | -4% | i | 0 |
| CN(Cc1ccccn1)C(=O)CC(c1cccc(O)c1)c1ccccc1Cl (stereo not drawn) | u | u | 0% | u | u | -14% | 10 |
| CC(=O)N1CCC2(CC1)CN(C(=O)CCCNC(N)=O)Cc1ccccc1O2 | -9% | u | x | -11% | 1% | i | -2 |
| Cc1ccc(S(=O)(=O)c2nc(-c3ccco3)oc2SC(C)C)cc1 | x | -21% | x | x | -9% | x | 3 |
| O=C(NCc1ccccc1)c1ccc2c(c1)CCN2S(=O)(=O)c1ccccc1 | x | -28% | x | x | -2% | x | -4 |
| CCOC(=O)c1cccc(NC(=O)C2=C(C)C(=O)OC23CCCCC3)c1 | x | 34%[activator] | x | x | 12% | x | 0 |
| Cc1ccc(NC(=O)c2cc3c(=O)[nH]c4ccccc4c3n2C)cc1F | x | 0% | x | x | 8% | x | 6 |
| CCn1c(CO)nnc1C1CC(NC(=O)c2nn(C)c(C)c2Cl)C1 (stereo not drawn) | -16% | -23% | 5% | -11% | -1% | -27% | 3 |
| CNC(=O)[C@@H]1CN(C(=O)C2(c3ccc(OC)cc3)CC2)C[C@H]1CO | 3% | -9% | 0% | -10% | 11% | i | 5 |
| CCc1ccc(CNC(=O)c2ccc3c(c2)nc2n3CCCCC2)cc1 | x | 171%[activator] | x | x | -5% | x | 0 |
| Cc1cc(C)c2oc(-c3cccc(NC(=O)c4cc5ccccc5o4)c3)nc2c1 | x | -3% | x | x | -8% | x | 19 |
| CCCn1c(C)cnc1CCNC(=O)CC1CCN(C(C)=O)CC1 | -3% | 18% | 0% | -12% | -2% | i | -7 |
| CC(=O)N1CCCCCC1c1nc(-c2ccncc2)no1 (stereo not drawn) | i | 8% | 5% | -8% | 4% | 1% | 4 |
| CCOc1ccc(S(=O)(=O)Nc2ccc3oc(C)c(C(=O)OC(C)C)c3c2)cc1 | x | 2% | x | x | 2% | x | 7 |
| CCN(c1cc(C)cc(C)c1)S(=O)(=O)c1nnc(NC(=O)c2ccccc2C)s1 | x | -29% | x | x | 0% | x | -5 |
| CCC1Oc2ccc(NC(=O)c3ccccc3F)cc2CN(CCc2ccc(OC)c(OC)c2)C1=O (stereo not drawn) | u | -18% | -11% | 40µM* | -4% | i | 10 |
| CC(=O)NC1CC(=O)C23C(=O)NC(Cc4c[nH]c5ccccc45)C2C(C)=C(C)C(O)C3/C=C/CC(C)/C=C(/C)C(O)C1O (stereo not drawn) | x | x | x | x | -9%[23.9 µM] | i | 4 |
| COc1ccc(CNC(=O)c2ccc(-c3nc(CSc4ccc(C)cc4)c(C)o3)cc2)cc1OC | x | -25% | x | x | -4% | x | -13 |
| Cc1noc([C@@H]2CN(C(=O)c3c[nH]c4ccccc34)C[C@H]2CO)n1 | 1% | 20% | 1% | i | -23% | i | -6 |
| COc1ccccc1CN1CCC2(CC1)OC(=O)N(Cc1ccc(NC(C)=O)cc1)C2(C)c1ccccc1 (stereo not drawn) | u | -5% | -3% | u | -15% | -4% | -13 |
| COc1ncccc1-c1cnc2[nH]cc(CC(=O)Nc3cccnc3)c2c1 | 89µM* | 8%[87.6 µM] | 1%[172 µM] | u | u | 3%[88.5 µM] | -8 |
| Cc1nc(N)ncc1C(=O)N(C)Cc1cn[nH]c1-c1ccccc1 | 4% | -15% | -6% | i | -1% | i | -9 |

Bioassay records (PubChem)
